Bfl-1 displacement: displacement of Bid BH3 peptide from Bfl-1 – biochemical, fluorescence polarization, FITC-Bid, mouse, primary screen (AID 432) | FITC-Bid BH3 peptide fluorescence polarization displacement; higher % means a stronger effect | one-dose displacement, % at 20 µM; IC50 in µM for titrated hits | 0.02% of 64,000 active; in the data active = a potency from the dose series; inactive = the rest, 99 in 100 with displacement below about 15%; also: strong numbers were not always called active
Spn PMK inh: inhibitors of Streptococcus pneumoniae phosphomevalonate kinase. purified PMK, PK/LDH-coupled NADH absorbance 340 nm. inhibition, % at 10 µM. 0.49% of 65,000 active. AID 539;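 active = top-ranked compounds by inhibition in the single 10 µM screen, taking a fixed number of the strongest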;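 also: 0% = full reaction with DMSO carrier and 100% = background rate without enzyme reaction; no value below 0 was filed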
KRASV12 cytotoxicity: cytotoxicity in KRAS-transformed pancreatic duct cells, primary screen, cell-based, fluorescence, HTS (AID 431) | HPDE-C7K KRASV12 cells, Alamar Blue viability, 48 h; higher % means a stronger effect | one-dose cytotoxicity, % at 10 µM; EC50 in µM for titrated hits | 1.7% of 63,000 active;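 active = compounds whose percent cytotoxicity in the single-dose primary screen, scaled between solvent and toxic-drug controls, exceeds 50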;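 also: 0% = DMSO solvent wells and 100% = doxorubicin-treated wells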
HPDE-C7 viability: HPDE-C7 pancreatic duct cell viability loss – fluorescence, HTS (AID 430) | HPDE-C7 pancreatic duct cells viability, fluorescence; higher % means a stronger effect | one-dose cytotoxicity, % at 10 µM; EC50 in µM for titrated hits | 1.8% of 63,000 active;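 also: cells exposed to compound for 48 hours before viability readout; 0% = vehicle and 100% = reference cytotoxic drug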
Spn MK inh: S. pneumoniae mevalonate kinase inhibition; 0.48% of 65,000 active; AID 555; inhibition, % at 10 µM; purified MK, PK/LDH-coupled NADH absorbance 340 nm;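 active = ranked among the strongest by inhibition in the single 10 µM screen, a fixed top-ranked set picked for dose follow-up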; also: no value below 0 was filed
LYP phosphatase: inhibition of human PTPN22 tyrosine phosphatase – biochemical, DiFMUP fluorescence, recombinant catalytic domain, 10 µM, primary screen (AID 606); 52,000 tested, under 10 active; one-dose inhibition, % at 10 µM; IC50 in µM for titrated hits; recombinant LYP catalytic domain, DiFMUP fluorescence; higher % means a stronger effect;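 active = IC50 under 40 µM in the dose-response test; inactive = IC50 of 40 µM or more, or never dose-tested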
Spn DPM-DC inh: inhibitors of Streptococcus pneumoniae diphosphomevalonate decarboxylase; calls only at 10 µM; 0.49% of 65,000 active; purified DPM-DC, PK/LDH coupled NADH fluorescence; AID 556;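 active = the 320 compounds with the highest percent inhibition in the single-dose primary screen, excluding strongly autofluorescent ones, cut at about 32% in these data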;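 also: kinetic rate of NADH fluorescence loss reporting ADP formed by the decarboxylase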
Alkaline phosphatase: human TNAP enzyme inhibitors, biochemical, luminescent (AID 518) | purified TNAP enzyme, luminescent substrate readout; higher % means a stronger effect | inhibition, % at 20 µM, or IC50 in µM where a hit was titrated | 0.09% of 64,000 active; in the data active = a potency from the dose series; inactive = the rest, 99 in 100 with inhibition below about 22%;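 also: plate controls were vehicle for no effect and reference inhibitor for full effect; many of its hits are not listed in these tables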
HT1080 cytotoxicity: HT1080 cell viability loss – fluorescence readout (AID 620); HT1080 viability, fluorescence; higher % means a stronger effect; cytotoxicity, % at 10 µM, or EC50 in µM where a hit was titrated; 0.42% of 87,000 active;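 also: cells exposed to compound overnight then 4 h with Alamar Blue; 0% = vehicle DMSO and 100% = killing control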
Spn PMK inh pilot replicates: further read-out of Spn PMK inh, marked with its call; inhibition, %; measured here: pilot screen replicates
Spn MK inh pilot replicates: recorded beside Spn MK inh, whose call it bears; inhibition, %; measured here: pilot screen replicates
Spn DPM-DC inh pilot screen %: second read-out of Spn DPM-DC inh, no call of its own (marks repeat the call); inhibition, %; measured here: pilot screen trials
The depositor's hits bear a star; i = inactive; x = not tested or not shown. Rule as the data show it, unless noted: active = cytotoxicity above about 50%; inactive = the rest.

Sequence of screens – Bfl-1 displacement	Alkaline phosphatase	Spn MK inh	LYP phosphatase	Spn DPM-DC inh pilot screen %	Spn DPM-DC inh	Spn PMK inh pilot replicates	HPDE-C7 viability	HT1080 cytotoxicity	KRASV12 cytotoxicity	Spn MK inh pilot replicates	Spn PMK inh
1: COc1ccc(NC(=O)CSc2nc3ccccc3c(=O)n2-c2ccc3c(c2)OCO3)c(OC)c1
→ 5%	8%	0	x	x	i	x	34%	8%	17%	x	13
2: COc1ccc(N(C(C)C(=O)NC2CCCCCC2)S(C)(=O)=O)cc1 (stereo not given)
→ -6%	8%	1	-8%	x	i	x	4%	-7%	4%	x	0
3: O=C(C1CC(c2ccc(F)cc2)=NO1)N1CCCCC1 (stereo not given)
→ 1%	9%	1	3%	x	i	x	-5%	7%	4%	x	12
4: Cc1ccc(S(=O)(=O)N(C)CCCC(=O)n2nc(C)cc2C)cc1
→ 7%	11%	1	-8%	x	i	x	4%	12%	-1%	x	0
5: Cc1cc(NC(=O)COc2cccc3cccnc23)no1
→ 15%	10%	0	14%	0.0	i	10	7%	2%	13%	0.0	7
6: O=C(NCC(c1cccnc1)N1CCN(c2ccccc2)CC1)c1ccc2c(c1)OCO2 (stereo not given)
→ -6%	5%	6	1%	0.5	i	0.5	0%	9%	12%	0.0	15
7: O=C(Nc1ccc(Br)cc1F)c1ccncc1
→ -5%	8%	11	12%	x	i	x	-13%	-6%	-13%	x	10
8: CN(CC(=O)N1CCCc2c1c(=O)oc1ccc(O)cc21)Cc1ccccc1
→ -5%	8%	0	6%	1.0	i	0.0	-19%	10%	-10%	0.0	11
9: Cc1ccc(N2CC(C(=O)N3CCN(c4ccccc4)CC3)CC2=O)cc1 (stereo not given)
→ 1%	10%	11	2%	x	i	x	8%	0%	31%	x	0
10: COc1cc(NS(=O)(=O)N2CCCC2)cc(OC)c1OC
→ 1%	4%	4	x	0.0	i	0.0	-5%	-4%	-12%	0.0	7
11: CS(=O)(=O)N(Cc1ccccc1)c1ccc(C(=O)N2CCOCC2)cc1
→ -4%	8%	2	4%	0.5	i	8.0	-14%	7%	4%	1.0	0
12: Cn1c(=NCC(O)COc2ccccc2)sc2ccccc21 (stereo not given)
→ -5%	12%	3	2%	x	i	x	2%	-2%	12%	x	2
13: COc1cccc2cc(C(=O)C3=C(O)C(=O)N(CCCN4CCOCC4)C3c3ccncc3)oc12 (stereo not given)
→ -4%	17%	8	9%	2.5	i	2.0	-11%	1%	4%	0.0	16
14: CCN(CC(=O)NC(=O)NCc1ccco1)Cc1nc2ccccc2c(=O)[nH]1
→ 1%	-38%	0	9%	5.5	i	1.5	-19%	-3%	-13%	1.5	11
15: Cc1cccc(OCC(=O)Nc2cc(C)ccc2O)c1
→ 0%	9%	2	16%	0.0	i	0.0	-6%	25%	-2%	0.0	1
16: O=C(Cc1ccc(S(=O)(=O)N2CCCC2)s1)N1CCOCC1
→ -1%	6%	10	7%	x	i	x	-17%	0%	-10%	x	16
17: COc1cccc(Nc2nnc(SCn3nnc4ccccc4c3=O)s2)c1
→ -1%	9%	3	16%	x	i	x	24%	-4%	27%	x	11
18: Cn1c(=O)c2c(nc3sccn32)n(C)c1=O
→ 3%	0%	0	-13%	0.0	i	6.5	-13%	2%	3%	1.5	20
19: O=C(Nc1ccccc1-c1ccccc1)NC1CCN(C(=O)N2CCOCC2)CC1
→ -6%	6%	12	10%	1.0	i	3.0	-1%	7%	-8%	0.0	9
20: N#Cc1nc(-c2ccco2)oc1NCCc1ccccc1
→ -2%	21%	16	-3%	20	i	3.0	-4%	16%	9%	1.0	15
21: CCOC(=O)c1cc2c(=O)n3cccc(C)c3nc2n(C)c1=N
→ -1%	12%	5	-1%	x	i	x	48%	6%	58%*	x	5
22: Cc1ccc(S(=O)(=O)NCCOc2nc(N(C)C)nc(N3CCOCC3)n2)cc1
→ x	x	13	2%	x	i	x	x	4%	x	x	10
23: COC(=O)CSc1nc(C)c(Oc2ccccc2)c(=O)[nH]1
→ -7%	8%	0	-12%	x	i	x	2%	19%	-9%	x	3
24: O=C(CSc1ccc2c(c1)OCCO2)Nc1ccc(Cl)cn1
→ -2%	14%	28	x	x	i	x	-6%	-13%	0%	x	10
25: O=C(O)c1cc(Nc2nc(N3CCOCC3)nc(N3CCOCC3)n2)ccc1Cl
→ -3%	8%	10	-1%	x	i	x	13%	1%	7%	x	4
26: Cc1ccc(S(=O)(=O)N2CCCC2C(=O)OCc2ccco2)cc1 (stereo not given)
→ 0%	19%	9	-5%	1.5	i	6.5	0%	1%	13%	0.5	8
27: CCCc1[nH]nc2c1C(c1ccc(OC(=O)N3CCOCC3)cc1)C(C#N)=C(N)O2 (stereo not given)
→ 4%	1%	4	x	x	i	x	-8%	0%	-9%	x	5
28: CCn1ncc(CN2CCN(C(=O)Nc3ccccc3C(=O)OC)CC2)c1C
→ -5%	8%	10	4%	x	i	x	-4%	7%	11%	x	4
29: CC1(C)CC(=O)C=C(NCCCN2CCCC2=O)C1
→ x	x	4	17%	x	i	x	x	-2%	x	x	10
30: COC(=O)C(Cc1cncn1COCc1ccccc1)NC(=O)OC(C)(C)C (stereo not given)
→ -3%	16%	9	4%	x	i	x	15%	-3%	8%	x	15

Next section (four carried over from the part before).
Sequence of screens – Bfl-1 displacement	Alkaline phosphatase	Spn MK inh	LYP phosphatase	Spn DPM-DC inh pilot screen %	Spn DPM-DC inh	Spn PMK inh pilot replicates	HPDE-C7 viability	HT1080 cytotoxicity	KRASV12 cytotoxicity	Spn MK inh pilot replicates	Spn PMK inh
27: CCCc1[nH]nc2c1C(c1ccc(OC(=O)N3CCOCC3)cc1)C(C#N)=C(N)O2 (stereo not given)
→ 4%	1%	4	x	x	i	x	-8%	0%	-9%	x	5
28: CCn1ncc(CN2CCN(C(=O)Nc3ccccc3C(=O)OC)CC2)c1C
→ -5%	8%	10	4%	x	i	x	-4%	7%	11%	x	4
29: CC1(C)CC(=O)C=C(NCCCN2CCCC2=O)C1
→ x	x	4	17%	x	i	x	x	-2%	x	x	10
30: COC(=O)C(Cc1cncn1COCc1ccccc1)NC(=O)OC(C)(C)C (stereo not given)
→ -3%	16%	9	4%	x	i	x	15%	-3%	8%	x	15
31: Cn1c(N)c(C#N)c2c(c1=S)CSC(C)(C)C2
→ 14%	13%	20	-2%	x	i	x	1%	-9%	4%	x	0
32: Nc1nc(NC(=O)Cc2ccccc2)nn1-c1ccccc1
→ -9%	9%	0	0%	x	i	x	2%	-3%	6%	x	4
33: CN(Cc1ccccc1)c1nc2c(c(=O)[nH]c(=O)n2C)n1CCOc1ccccc1
→ 1%	7%	1	x	x	i	x	x	16%	x	x	6
34: CCOCCCN(CCC#N)S(=O)(=O)c1ccc(S(=O)(=O)N2CCCC2)cc1
→ -4%	8%	9	-1%	x	i	x	-20%	-8%	-29%	x	8
35: Cc1ccnc(SCC(=O)O)n1
→ -3%	2%	13	10%	x	i	x	-32%	-2%	-11%	x	4
36: Cc1ccc(C(=O)Nc2ccc(Cl)cn2)cc1
→ -2%	8%	11	13%	x	i	x	2%	22%	7%	x	10
37: CCN1CCN(C(c2ccccc2)c2sc3nc(C)nn3c2O)CC1 (stereo not given)
→ -7%	3%	6	x	x	i	x	0%	0%	4%	x	13
38: COC(=O)Nc1ccc2c(c1)N(C(=O)CCN1CCOCC1)c1ccccc1S2
→ 2%	-3%	4	-7%	x	i	x	-29%	-6%	-7%	x	9
39: COC(=O)CSc1nsc(SCC(=O)OC)n1
→ -5%	8%	0	-1%	x	i	x	-13%	37%	-2%	x	6
40: CCOc1ccc(C=NC23CN4CN(CN(C4)C2)C3)cc1
→ -1%	12%	1	x	x	i	x	-6%	x	1%	x	0
41: Cn1c(=O)cc(SCC(=O)NCCCN2CCOCC2)c2ccc(Cl)cc21
→ -10%	12%	1	17%	x	i	x	x	-4%	x	x	11
42: CC(=O)c1cc(Cc2csc(C(C)=O)c2)cs1
→ -2%	7%	7	-1%	x	i	x	-4%	2%	0%	x	4
43: O=C(CN1C(=O)NC2(CCCC2)C1=O)Nc1nc(-c2ccc(F)cc2)cs1
→ -5%	7%	0	x	x	i	x	-10%	8%	-2%	x	0
44: CCOc1cccc(NC(=O)C2CC(=O)N(C)C(=Nc3cccc(F)c3)S2)c1 (stereo not given)
→ 2%	8%	4	x	x	i	x	6%	x	0%	x	14
45: O=C(O)c1cc2n(n1)C(C(F)(F)F)CC(c1ccco1)N2 (stereo not given)
→ 1%	10%	3	-5%	x	i	x	-4%	x	-2%	x	2
46: CCC(c1nnnn1C1CCCC1)N1CCN(c2ccccc2F)CC1 (stereo not given)
→ 2%	15%	7	7%	x	i	x	0%	-20%	-2%	x	12
47: O=C(NCc1cccnc1)c1c[nH]c2cc3c(cc2c1=O)OCCO3
→ 1%	9%	7	x	x	i	x	-5%	-17%	18%	x	0
48: O=c1/c(=C/c2ccccn2)sc2nc3ccccc3n12
→ 21%	9%	10	2%	x	i	x	-11%	x	-8%	x	0
49: COc1ccc(C)cc1S(=O)(=O)Nc1cccc(Cl)c1
→ -8%	-2%	2	-10%	x	i	x	6%	x	-5%	x	4
50: CN1CCN(c2ccccc2NC(=O)C(Cc2ccccc2)n2cccc2)CC1 (stereo not given)
→ 1%	11%	0	2%	x	i	x	-2%	3%	4%	x	19
51: O=C(NCCN1CCOCC1)c1ccc(CS(=O)(=O)Cc2ccccc2F)o1
→ 0%	13%	0	16%	2.5	i	4.0	1%	8%	11%	0.0	22
52: O=C(NO)c1ccc(C(=O)N(C2CCCCC2)C2CCCCC2)cc1
→ -2%	11%	5	0%	x	i	x	17%	3%	-2%	x	0

Some values from above:
Reading of #47 under HT1080 cytotoxicity: -17%
Reading of #36 under Alkaline phosphatase: 8%

Structures from the list above containing a thiophene ring, fused or not (2):
Sequence of screens – Bfl-1 displacement	Alkaline phosphatase	Spn MK inh	LYP phosphatase	Spn DPM-DC inh pilot screen %	Spn DPM-DC inh	Spn PMK inh pilot replicates	HPDE-C7 viability	HT1080 cytotoxicity	KRASV12 cytotoxicity	Spn MK inh pilot replicates	Spn PMK inh
16: O=C(Cc1ccc(S(=O)(=O)N2CCCC2)s1)N1CCOCC1
→ -1%	6%	10	7%	x	i	x	-17%	0%	-10%	x	16
42: CC(=O)c1cc(Cc2csc(C(C)=O)c2)cs1
→ -2%	7%	7	-1%	x	i	x	-4%	2%	0%	x	4

Screening data: PubChem, several laboratories
